# APP 5UTR inh = APP translation inhibition; SH-SY5Y APP 5'UTR-luciferase reporter, luminescence; inhibition, % at 2 µM; hit rate 0.82% among 190,000; AID 1285;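 active = inhibition above a set limit, derived from the sample mean plus 3 SD, cut at about 45% in these data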; also: values of inactives mirror those of a sister screen read the other way
# FLuc stim CS = firefly luciferase counter-screen for stimulation assays | P08659 | ATPlite luciferase biochemical, luminescence, 10 min; 0 = ATP-free wells, 1 = DMSO control | activation factor at 10 µM | 200,000 tested, under 10 active;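 active = luciferase activation factor, scaled between plate controls, of at least 2 with compound at 10 µM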
# Target sequence (P08659 whole entry, looked up): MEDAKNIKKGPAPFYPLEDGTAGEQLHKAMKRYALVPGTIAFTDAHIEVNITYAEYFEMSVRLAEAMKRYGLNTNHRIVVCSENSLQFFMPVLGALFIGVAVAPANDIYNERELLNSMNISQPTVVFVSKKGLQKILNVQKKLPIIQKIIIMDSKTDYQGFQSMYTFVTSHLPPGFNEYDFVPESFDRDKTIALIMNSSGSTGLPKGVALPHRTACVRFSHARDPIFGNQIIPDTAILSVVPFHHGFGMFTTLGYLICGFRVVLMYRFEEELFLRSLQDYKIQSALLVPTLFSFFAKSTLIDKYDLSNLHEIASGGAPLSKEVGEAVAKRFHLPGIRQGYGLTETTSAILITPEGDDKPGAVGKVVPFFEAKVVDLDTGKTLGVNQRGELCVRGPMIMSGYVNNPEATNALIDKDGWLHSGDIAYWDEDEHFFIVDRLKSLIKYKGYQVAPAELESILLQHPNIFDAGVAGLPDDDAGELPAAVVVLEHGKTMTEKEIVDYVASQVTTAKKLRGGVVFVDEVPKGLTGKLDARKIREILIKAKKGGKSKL
#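 Material: Luciferase/luciferin reagent mix | Doses: Test compounds dosed from 2 mM stocks in 100% DMSO | Timing: 10 min incubation after luciferase reagent addition, room temperature | Measured by: Luminescence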
# Diaph inh CS = inhibits diaphorase or chemically oxidizes, flagging diaphorase assay artifacts | diaphorase resazurin-to-resorufin fluorescence, NADH, 16 min; bacterial (C. kluyveri) enzyme, not human | inhibition, % at 20 µM | hit rate 0.69% among 190,000 | AID 1217;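 active = primary screen inhibition at 20 µM above a set limit, cut at about 50% in these data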;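 also: plate controls were DMSO with full reaction for no effect and wells lacking NADH for full effect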
#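 Assay system: diaphorase enzyme from Clostridium kluyveri. Quantity: enzyme working solution with 0.14 U/mL diaphorase. Schedule: reaction incubation of 16 min at room temperature. Technique: resorufin fluorescence, excitation 544 nm, emission 590 nm. Controls: No-NADH positive control and DMSO neutral control.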
# Diaphorase act = counter-screen for diaphorase-based assays: diaphorase activators and chemical reducers | Diaphorase/resazurin coupled assay, resorufin fluorescence, 16 min; stronger effect = higher value; 1 = vehicle wells, 0 = NADH-free wells | activation factor at 20 µM | hit rate 0.005% among 190,000 | AID 1229;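 active = diaphorase activity raised at least twofold by the compound at 20 µM; inactive = activation factor below 2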
#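 test system = bacterial diaphorase enzyme (C. kluyveri) | quantity = enzyme 0.07 U/mL final | reagent = NADH substrate 0.114 mM plus resazurin dye 0.1 mM, final | incubation = 16 min enzyme reaction, ambient temperature | buffer or medium = HEPES pH 7.4 buffer with MgCl2 and Tween 20 | signal = fluorescence of resorufin, 544 nm excitation, 590 nm emission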
# TLR4 MyD88 comp = blocks binding of human TLR4 to MyD88; O00206+Q99836; HeLa CL3-4 TLR4/MyD88 BLA complementation, FRET ratio; inhibition, % at 8.4 µM; hit rate 0.18% among 200,000; AID 861; in the data active = inhibition above about 25%;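 also: 0% = vehicle and 100% = reference inhibitor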
# G6PDH CS = counter-screen for G6PDH assay hits: L. mesenteroides G6PDH inhibition | Purified L. mesenteroides G6PDH, diaphorase/resazurin coupled fluorescence, 45 min | inhibition, % at 5 µM | hit rate 0.12% among 200,000 | AID 1020; in the data active = inhibition above about 50%
# FLuc inhib CS = Photinus pyralis luciferase inhibition counter-screen; P08659; ATPLite firefly luciferase biochemical luminescence, 10 min; inhibition, % at 10 µM; hit rate 1.5% among 200,000; AID 1006;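 active = inhibition above about 50% when tested at 10 µM, limit read from the data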
# APP 5'UTR act = APP 5'UTR luciferase reporter activation. SH-SY5Y APP 5'UTR luciferase reporter, luminescence; zero percent = DMSO vehicle wells. activation, % at 2 µM. hit rate 1% among 190,000;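 active = activation above a set limit, based on mean plus 3 SD of controls, cut at about 140% in these data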; also: values of inactives mirror those of a sister screen read the other way
# NF-kB expr up = NF-kB expression increase, human neuronal cells; NF-kB reporter expression; stronger effect = higher value; hit rate 1.6% among 190,000; AID 1239; fold change at 12.5 µM; in the data active = fold change above about 3.3
# STAT1 act = activators of IFN-gamma induced STAT1 signaling | NIH 3T3 STAT1-luciferase reporter, luminescence; 100% = IFN-gamma alone, no compound | activation (% of control), % at 5.5 µM | hit rate 2.6% among 200,000 | AID 932;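 active = activation above the screen-wide mean activation plus 3 SD, cut at about 130% in these data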;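 also: raw ratio to IFN-gamma control signal so 100% means no change and 0% no light; values of inactives mirror those of a sister screen read the other way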
# * marks the source's active call; other numbers are inactive results; x = no result given. Random draw from the library. About 5.6% of those tested had a hit in this group.
# Second line of a record: APP 5UTR inh	FLuc stim CS	Diaph inh CS	Diaphorase act	TLR4 MyD88 comp	G6PDH CS	FLuc inhib CS	APP 5'UTR act	NF-kB expr up	STAT1 act
> COCCN(CC(=O)Nc1ccccc1)S(=O)(=O)c1ccc(S(=O)(=O)N2CCCC2)cc1
 : -8	1	20	0.8	4	2	-3	8	1.3	102
> CC(C)(C)n1nnnc1C(c1cccc(C#N)c1)N1CCN2CCCC2C1 (centres undefined)
 : -8	1	1	1	-1	39	-2	8	0.88	95
> COc1cccc(C(=O)N2CCN(Cc3ccco3)CC2)c1OC
 : 2	1.1	18	0.8	-4	-3	-6	-2	1	94
> C1CCC(n2nnnc2CN2CCN(C3CCCC3)CC2)CC1
 : -3	1.1	11	0.9	-9	-2	-6	3	1	107
> Cc1cc(C(F)F)n2nc(C(=O)Nc3ccc(S(=O)(=O)N4CCCC4)cc3)nc2n1
 : -4	1	-6	1.1	-6	-5	4	4	1.1	104
> COc1ccc(C(=O)CSc2cc(C)nc(SCC(=O)c3ccc(C)cc3)n2)cc1
 : 10	1	24	0.8	-2	8	-4	-10	1.2	98
> Cc1cc(C(=O)CCl)c(C)n1CCc1ccc(F)cc1
 : -1	1	10	0.9	2	1	-4	1	0.19	81
> CC(=O)Nc1nonc1-c1nc2ccccc2n1Cc1ccccc1
 : -10	1	4	1	1	-18	-3	10	1.5	111
> COC(=O)c1ccccc1NC(=O)N1CCN(c2ccccc2)CC1
 : 6	1.1	11	0.9	-5	12	-6	-6	1.5	93
> COCC(=O)N(Cc1cc2ccccc2[nH]c1=O)c1ccccc1OC
 : 8	1.1	6	0.9	8	2	-5	-8	1.1	97
> CC(C)c1ccc(NC(=O)N2CCN(S(=O)(=O)c3ccccc3)CC2)cc1
 : 0	1.1	16	0.8	3	7	-6	0	0.89	102
> O=C(Cn1nc(-c2ccc(Cl)cc2)ccc1=O)NCCCN1CCN(Cc2ccccc2)CC1
 : 6	1.1	5	1	-4	3	-7	-6	0.85	106
> Cn1c(=O)c2ncn(CC(=O)NCCOc3ccc(C(C)(C)C)cc3)c2n(C)c1=O
 : -14	1	9	0.9	5	-8	0	13	0.9	101
> CCc1ccc(CCC(=O)Nc2sc(C)c(C)c2C(=O)OC)o1
 : -9	1	13	0.9	-11	-1	-1	9	1.2	102
> CCc1ccc(-c2nc(C)c(CCO)c(=O)[nH]2)cc1
 : -7	1	11	0.9	-16	6	-4	7	0.96	102
> CN(C)CCN1C(=O)c2oc3ccc(F)cc3c(=O)c2C1c1ccncc1 (centres undefined)
 : 0	1.1	12	0.9	-9	-8	-6	0	1.1	101
> Cc1ccc(C(=O)CC2(O)C(=O)N(CN3CCOCC3)c3ccccc32)cc1 (centres undefined)
 : 2	1	7	0.9	2	9	1	-2	1.1	102
> COc1ccccc1NS(=O)(=O)c1ccc(O)c(C(N)=O)c1
 : 0	1	16	0.8	-2	4	0	0	0.88	95
> O=C(NC(=S)NCC1CCCO1)c1ccc(Br)o1 (centres undefined)
 : -33	1	10	0.9	-5	2	4	33	1.8	120
> Cc1ccccc1N/C=C/C(=C(C#N)C#N)N(C)C
 : 9	1.1	11	0.9	9	4	-5	-9	0.99	109
> Cc1cc(NC(=O)c2cc3n(n2)C(C(F)(F)F)CC(c2ccco2)N3)no1 (centres undefined)
 : 11	1	20	0.8	-4	5	0	-11	1.1	106
> Nc1nc(COc2ccc(F)cc2)nc(N2CCCCC2)n1
 : 3	1.1	3	1	-14	2	-9	-3	1.1	100
> CCOc1ccc(S(=O)(=O)N(C)c2ccc(OCC(=O)Nc3nc4ccccc4s3)cc2)cc1
 : 0	1	8	0.9	-6	-5	-2	0	0.64	105
> COc1ccc(CSc2nncn2N)cc1Br
 : 7	1.1	11	0.9	5	4	-5	-7	1.3	108
> Cc1cc(C)cc(NC(=S)NC2CC3CCCC(C2)N3CC(C)C)c1 (centres undefined)
 : 5	1.1	7	0.9	11	7	-6	-5	1.4	90
> S=C(NCCN1CCOCC1)Nc1ccccc1Cl
 : 5	1	-6	1.1	-5	13	3	-5	1.4	91
> CCCCC(=O)N(Cc1ccc(-c2ccccc2-c2nn[nH]n2)cc1)[C@H](C(=O)O)C(C)C
 : x	1	2	1	x	5	-3	x	x	x
> CCCCCn1c(SCCOCC)nc2c1c(=O)[nH]c(=O)n2C
 : 15	1.1	8	0.9	-7	-5	-6	-15	1.3	102
> COc1ccc(Br)cc1CNC(=O)C1CCC(=O)N1C(C)C (centres undefined)
 : 5	x	x	x	6	x	x	-5	x	104
> O=C(c1nn2cccnc2c1Cl)N1CCN(c2ccccc2)CC1
 : -3	1	4	1	9	0	-5	3	1	102

# The last 2 compounds of the part above come first, to join the parts.
# Second line of a record: APP 5UTR inh	FLuc stim CS	Diaph inh CS	Diaphorase act	TLR4 MyD88 comp	G6PDH CS	FLuc inhib CS	APP 5'UTR act	NF-kB expr up	STAT1 act
> COc1ccc(Br)cc1CNC(=O)C1CCC(=O)N1C(C)C (centres undefined)
 : 5	x	x	x	6	x	x	-5	x	104
> O=C(c1nn2cccnc2c1Cl)N1CCN(c2ccccc2)CC1
 : -3	1	4	1	9	0	-5	3	1	102
> Cc1[nH]nc(N=CC2=C(O)CC(c3ccco3)CC2=O)c1-c1ccccc1 (centres undefined)
 : -32	1	22	0.8	5	17	0	32	1	107
> CS(=O)(=O)N1CCC(C(=O)c2cccc(Cl)c2)CC1
 : -10	1.1	11	0.9	8	-2	-7	10	1.2	100
> CCOc1ccc(NC(=O)CSc2nnc(C)n2CCCOC)cc1
 : -7	1	13	0.9	-5	2	-5	7	1.6	101
> CCOC(=O)CSc1ccc2ccccc2n1
 : -12	1	12	0.9	6	10	5	11	1.3	103
> O=S(=O)(Nc1ncnc2sc3c(c12)CCC3)c1ccc2ccccc2c1
 : 6	1.1	11	0.9	-3	3	-5	-6	0.72	93
> CCc1ccc(Oc2nc([N+](=O)[O-])nn2C)cc1
 : -11	1.1	6	0.9	-4	18	-10	11	x	99
> CS(=O)(=O)N(Cc1ccco1)CC(O)Cn1cc(C=O)c2ccccc21 (centres undefined)
 : -15	1	12	0.9	-5	13	0	15	0.96	93
> COc1ccc(CNc2cc(NCCCO)c([N+](=O)[O-])c3nonc23)cc1
 : 3	1	61*	0.4	-8	30	4	-3	0.87	74
> Cc1ccc(C(C)C)c(OCC(=O)Nc2ccccc2N2CCN(C)CC2)c1
 : -3	0.9	16	0.8	2	16	6	3	0.49	95
> S=c1[nH]nc(CSCc2ccccc2Cl)n1-c1ccccc1
 : -15	1.1	23	0.8	-4	-5	-6	15	1.3	100
> CCSc1nc(CC)c2c(c1C#N)CCCC2
 : -2	1	13	0.9	-4	3	-2	2	1.3	103
> O=C(NC1CCCCC1)C12CC3CC(C1)CC(n1cncn1)(C3)C2
 : -2	1	7	0.9	-9	2	-2	2	1	105
> Cc1nn(-c2ccccc2)c(N2CCCC2)c1C=O
 : -11	1.1	13	0.9	-16	-5	-6	11	0.84	97
> CCOC(=O)CCn1cnc2ccc([N+](=O)[O-])cc2c1=O
 : -8	1	10	0.9	4	5	-2	8	1.2	96
> CC(NC(=O)CNC(=O)C(Cc1ccccc1)NC(=O)OCc1ccccc1)C(N)=O (centres undefined)
 : 16	1	-1	1	5	13	4	-16	1.2	94
> CC(C)CCNC(=O)CC1Nc2c3ccccc3nc(=S)n2C1=O (centres undefined)
 : 10	1.1	28	0.7	0	-2	-7	-10	1.1	97
> CCCCSc1nc(NCc2ccco2)c2c3c(sc2n1)COC(C)(C)C3
 : -5	1.1	4	1	4	7	-7	5	1.1	101
> CCCCN(C)CCOc1ccccc1OCC
 : -5	1	4	1	-10	12	1	5	1.1	91
> Cn1c(=O)c2c(nc(CN3CCc4ccccc4C3)n2Cc2ccc(Cl)cc2)n(C)c1=O
 : -9	1	15	0.9	7	8	-2	9	1.2	96
> COC(=O)c1nn(-c2ccc(-c3ccccc3)cc2)cc1O
 : -156	0.2	19	0.8	8	4	80*	156*	4.6*	96
> O=C(N/N=C/c1ccc(-c2cccc([N+](=O)[O-])c2)o1)c1cccs1
 : -9	1	7	0.9	1	-1	-4	9	1.1	112
> CCc1ccc(NC(=O)Cn2c(=O)oc3cc(S(=O)(=O)N4CCOCC4)ccc32)cc1
 : 1	1	18	0.8	0	0	-1	-1	0.89	91
> COc1ccc(-c2nnn(CC(=O)N(CC(=O)NC3CCCC3)c3ccccc3)n2)cc1OC
 : -10	1	10	0.9	9	3	-1	10	1.1	98
> O=C1N/C(=C/c2ccc(N3CCOCC3)o2)C(=O)N1c1ccccc1
 : 54*	0.9	23	0.8	2	9	6	-54	6.2*	100
> O=C(COC(=O)COc1ccccc1)Nc1ccc(S(=O)(=O)N2CCOCC2)cc1
 : 11	1.1	12	0.9	-20	-2	-9	-11	0.92	96
> O=C1OCC2=C1C(c1ccc(F)cc1)c1cc3c(cc1N2)OCO3 (centres undefined)
 : 95*	1	6	0.9	2	-3	-4	-95	2.9	100
> COC(=O)c1cc(C#N)c(N(C)Cc2ccccc2)nc1C
 : 11	1	18	0.8	-3	0	-1	-11	1.6	109
> CC(C)NC(=O)NC(=O)CSc1nnc(C(F)(F)F)n1C
 : -16	1.1	1	1	0	6	-12	16	1.4	93
> COc1cc(OC)cc(C(=O)NCC(=O)OCC(=O)Nc2ccc3c(c2)OCO3)c1
 : -13	1	-2	1	7	6	-1	13	0.97	104
> O=C(COc1cccc(Oc2ccccc2)c1)Nc1ccc(SC(F)F)cc1
 : 9	1	19	0.8	-1	0	-4	-9	1.1	100
> Cc1ccc([N+](=O)[O-])cc1-c1ccc2cccc(C)c2n1
 : -6	1	-2	1	16	1	-4	6	1.3	102
> Cc1cc(C)nc(N2CCCC(C(=O)NCc3cccs3)C2)n1 (centres undefined)
 : -4	1	12	0.9	1	0	-2	4	1	102
> C=CCc1cccc2cc(C(=O)NCCOC)c(=O)oc12
 : 5	1	-3	1	7	13	-2	-5	1.1	98
> CCn1ncc(Cl)c1C(=O)NC(C)c1ccccc1 (centres undefined)
 : 11	1.1	14	0.9	-3	-6	-5	-11	1.9	102
> O=C(CSc1ncccn1)n1c2c(c3ccccc31)CCCC2
 : -1	1	-6	1.1	6	4	-5	1	1	108
> CC(Oc1ccccc1)C(=O)N1CCN=C1SCc1ccccc1 (centres undefined)
 : -10	1	-15	1.2	-3	10	1	10	x	106
> CN(C)c1ccc(C(=O)Nc2nnc(-c3ccc(Cl)cc3)o2)cc1
 : 8	1	-13	1.1	-2	-51	-1	-8	1.1	101
> Cc1ccc(S(=O)(=O)Cn2nnnc2C(c2ccccc2)N2CCN(c3ncccn3)CC2)cc1 (centres undefined)
 : -13	1	28	0.7	17	-6	-3	13	1	109
> CN(CCc1cn[nH]c1)Cc1nc(Cc2ccccc2F)no1
 : -12	1.1	12	0.9	4	2	-9	12	0.99	104

# Source: PubChem (several laboratories)
